Bioassay records deposited in PubChem BioAssay by several laboratories.
RGS4 pot – RGS4 potentiators or activators, primary screen, cell-based, HEK293 M3R inducible RGS4, calcium flux; 0.92% of 310,000 active; B-score at 10 µM; carbachol calcium flux Fluo4; hits give low values;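 active = B-score of the integrated calcium signal more than 4 SD below the library mean, with starting fluorescence not abnormally high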;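 note: negative B-score means reduced calcium response which marks RGS4 activation or potentiation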
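Also added: carbachol at ECmax as muscarinic agonist stimulus; Assay system: HEK293 cells with stable M3R and inducible RGS4; Timing: overnight RGS4 induction, 30 min dye load 37 °C, 20 min compound RT; Measured by: Fluo4-AM (2 µM) calcium-flux fluorescence, kinetic read.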
KCNK3 inh – human KCNK3 channel inhibitors, primary screen, CHO cells, FluxOR thallium flux, B-score; AID 602410, 2012; FluxOR fluorescence; hits give low values; B-score at 10 µM; 0.84% of 340,000 active; Potassium channel subfamily K member 3 (Homo sapiens), O14649;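 active = B-score under library mean minus 4 SD, starting fluorescence ratio at most library mean plus 5 SD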;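 note: more negative B-score means stronger inhibition of thallium flux through KCNK3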
Target sequence (O14649 whole entry, looked up): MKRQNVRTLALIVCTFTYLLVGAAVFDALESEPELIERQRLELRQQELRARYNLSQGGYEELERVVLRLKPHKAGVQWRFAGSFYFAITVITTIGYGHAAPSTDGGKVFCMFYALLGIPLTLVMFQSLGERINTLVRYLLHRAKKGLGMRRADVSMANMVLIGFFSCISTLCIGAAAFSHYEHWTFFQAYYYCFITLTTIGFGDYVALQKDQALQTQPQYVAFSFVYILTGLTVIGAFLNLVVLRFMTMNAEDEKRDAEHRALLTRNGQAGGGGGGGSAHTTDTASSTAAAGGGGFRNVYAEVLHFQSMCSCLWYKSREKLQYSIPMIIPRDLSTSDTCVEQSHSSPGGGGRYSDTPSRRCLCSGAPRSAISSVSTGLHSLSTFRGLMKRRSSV
HDAC3 inhib – HDAC3 deacetylase inhibitors, primary screen, biochemical, fluorescence, cell-free homogeneous. Histone deacetylase 3 (Homo sapiens), O15379. recombinant HDAC3, fluorogenic peptide/trypsin coupled. inhibition, % at 8.3 µM. 0.15% of 320,000 active. AID 2718, 2010; in the data active = inhibition above about 26%, passing the limit was not always enough
GSK3A inh – blockers of GSK3A enzyme activity – biochemical, luminescence, cell-free homogeneous, HTS, primary screen; Glycogen synthase kinase-3 alpha (Homo sapiens), P49840; GSK-3 alpha kinase, ADP-Glo luminescence, 60 min; inhibition, % at 10 µM; 0.1% of 320,000 active;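 in the data active = inhibition above about 50%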;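 note: GST-tagged GSK-3 alpha with peptide substrate and 25 µM ATP; 0% = DMSO neutral wells and 100% = GW8510 positive control wells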
Target sequence (P49840 whole entry, looked up): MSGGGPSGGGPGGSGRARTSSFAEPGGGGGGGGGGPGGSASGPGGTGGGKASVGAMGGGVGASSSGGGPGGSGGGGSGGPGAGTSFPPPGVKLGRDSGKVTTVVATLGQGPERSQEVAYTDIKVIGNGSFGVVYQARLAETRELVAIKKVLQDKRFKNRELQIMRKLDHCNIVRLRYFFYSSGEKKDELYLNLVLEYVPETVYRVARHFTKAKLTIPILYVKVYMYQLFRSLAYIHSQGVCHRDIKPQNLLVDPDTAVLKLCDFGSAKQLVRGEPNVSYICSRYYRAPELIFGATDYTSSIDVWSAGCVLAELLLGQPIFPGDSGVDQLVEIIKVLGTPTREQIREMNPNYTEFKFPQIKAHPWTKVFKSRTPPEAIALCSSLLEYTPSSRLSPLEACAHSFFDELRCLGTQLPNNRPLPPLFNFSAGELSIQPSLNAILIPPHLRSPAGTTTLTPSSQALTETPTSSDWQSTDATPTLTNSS
KCNQ1 act – potentiators or activators of KCNQ1 channel, primary screen, cell-based, thallium flux, high-throughput; Potassium voltage-gated channel subfamily KQT member 1 (Homo sapiens), P51787; CHO-K1 KCNQ1, thallium flux FluxOR fluorescence; hits give high values; B-score at 10 µM; 0.35% of 310,000 active; AID 2648, 2010;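 active = fluorescence ratio B-score, a plate-corrected score, at least three library SD, with initial intensity B-score within 5 SD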
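Doses: Single concentration per compound, DMSO matched to controls | Test system: KCNQ1-transfected CHO-K1 cells | Timing: 90 min dye loading and 20 min compound exposure, both at room temperature | Measured by: Kinetic FluxOR thallium fluorescence, 10-s 1-Hz baseline, 110-s post-stimulus read | Medium: Assay buffer with matched DMSO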
hERG rescue – hERG rescue from dofetilide block, primary screen, cell-based, CHO-hERG, FluxOR thallium flux, dofetilide IC70. dofetilide IC70 present. activation (rescue from dofetilide block), less the hit threshold, % at 10 µM. 0.51% of 310,000 active. AID 1511, 2009;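 active = activation above the mean of controls blocked by dofetilide plus 5 SD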;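 note: thallium influx through hERG after potassium depolarization seen as dye fluorescence rise; in these data hits start at about 4.7%; inactives centre near -7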
KCNK9 block – KCNK9 potassium channel inhibitors, primary screen, HEK293 cells, thallium flux; 1.2% of 310,000 active; B-score at 10 µM; Potassium channel subfamily K member 9 (Homo sapiens), Q9NPC2; FluxOR thallium flux fluorescence; hits give low values;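 active = ratio B-score over 3 SD below the library mean, with starting fluorescence within 5 SD of its mean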;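 note: negative B-score means less thallium flux so channel inhibition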
DYRK1A inh – rat Dyrk1A kinase inhibitors, primary screen, biochemical, single point, plate reader; ADP-Glo luminescence, NFATc1 peptide; AID 504441, 2011; 0.43% of 310,000 active; inhibition, % at 12.5 µM; Dual specificity tyrosine-phosphorylation-regulated kinase 1A (Rattus norvegicus), Q63470; in the data active = inhibition above about 50%;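 note: plate controls were vehicle with enzyme for no effect and no enzyme for full effect; many of its hits are not listed in these tables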
PolyA inh – polyadenylation inhibitors in yeast reporter cells, primary screen, luminescence, S. cerevisiae; S. cerevisiae SKY197-pL101 polyadenylation reporter, beta-gal luminescence; efflux-impaired pdr1/pdr3 knockout yeast; score 100 = 6 SD above DMSO; calls only at 12 µM; 0.02% of 300,000 active; AID 1875, 2009;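 active = lowest replicate activity score at least 50, where 100 means six control SD above control mean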;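 note: yeast exposed to compound for 9 h at 30 °C; higher score means more reporter readthrough which indicates perturbed polyadenylation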
GSK3beta inhib – human GSK3beta kinase inhibitors, primary screen, biochemical, cell-free homogeneous, HTS. activity score (negative = inhibition), % at 10 µM. GST-GSK3beta kinase, ADP-Glo luminescence, 60 min; hits give low values. AID 2097, 2009. Glycogen synthase kinase-3 beta (Homo sapiens), P49841. 0.038% of 300,000 active;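 active = more than half of replicate wells score below -50%, meaning over 50% inhibition versus plate controls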;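 note: 0% = median DMSO wells and -100% = median GW8510 positive control wells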
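Assay system: GST-fused GSK3beta enzyme, cell-free / Medium: Tris pH 7.5 buffer with MgCl2, DTT, BSA, heparin / Also added: peptide substrate plus 25 µM ATP (final) / Compound: 10 µM single point / Timing: kinase reaction with compound 60 min at room temperature / Detection: ADP-Glo luminescence / Benchmarks: DMSO neutral wells and GW8510 at 20 µM as positive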
KCNQ1 inh – inhibitors of human KCNQ1 channel, primary screen, cell-based, thallium flux, high-throughput | 1.3% of 310,000 active | B-score at 10 µM | CHO-K1 KCNQ1, FluxOR thallium flux fluorescence; hits give high values | Potassium voltage-gated channel subfamily KQT member 1 (Homo sapiens), P51787;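 active = compounds whose thallium flux B-score, printed positive for inhibition, exceeds three library SD while starting fluorescence stays within three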;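 note: channel opened by potassium depolarization with thallium stimulus after 20 min compound exposure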
Starred values were filed as active, the others as inactive; i = inactive; . = not tested or not shown. These rows are one share of the data; the hit share may differ from the screen's.

Sequence of screens – KCNQ1 act, KCNQ1 inh, GSK3beta inhib, KCNK3 inh, HDAC3 inhib, hERG rescue, RGS4 pot, DYRK1A inh, KCNK9 block, PolyA inh, GSK3A inh
Cc1ccc(CCNC(=O)c2cc(C)nn2-c2ccccc2)cc1
  i, i, 1.5, i, -0.3, -8.8, i, -1.2, i, i, 0.1
O=C1C2CC=CCC2C(=O)N1Cc1ccccc1Cl (configuration not stated)
  i, i, -0.6, i, 1.8, -5.3, i, 2.8, i, i, 0.0
CC(=O)Nc1nc2n(n1)C(c1ccc(Cl)cc1)C=C(C)N2 (configuration not stated)
  i, i, 4.1, i, -45.5, -6.8, i, -9.5, i, i, 0.4
O=C(O)c1ccc(NC(=O)c2cccc(C(=O)Nc3ccc(C(=O)O)cc3)n2)cc1
  i, i, -0.2, i, -0.2, -7.6, i, 38.4, i, i, 7.9
CCCCn1c(N)c(N(CCOC)C(=O)c2cc3c(s2)CCC3)c(=O)[nH]c1=O
  i, i, -0.7, i, 3.2, -12.8, i, -1.5, i, i, 4.1
N#C/C(=C/c1cn(CC(=O)O)c2ccccc12)C(=O)NCc1ccccc1
  i, i, 2.1, i, 4.1, -4.0, i, -0.2, i, i, 8.1
CCN(CC)c1ccc(NC(=O)C2CCCN(S(=O)(=O)c3cccnc3)C2)c(C)c1 (configuration not stated)
  i, i, -1.8, i, -13.4, -5.1, i, 8.9, i, i, -1.2
COc1ccc(-n2nc(C(=O)O)cc2-c2ccccc2)cc1
  i, i, 1.7, i, -9.2, -8.4, i, ., i, i, -3.1
Clc1ccc2c(c1)CNc1c(ncnc1N1CCOCC1)O2
  i, i, -3.1, i, 0.8, -13.2, i, 2.5, i, i, 0.3
COc1ccccc1OCCNC(=O)c1cc(SC)ccc1Cl
  i, i, 1.2, i, 1.9, -8.1, i, -1.5, i, i, -1.1
Cc1cc2ccccc2c(=O)n1CC(=O)NCC(=O)N(C)Cc1ccccc1
  i, i, -15.0, i, 1.7, -9.1, i, 6.3, i, i, -1.8
CCCCOC(=O)CSC1=C(C#N)C(c2ccc3c(c2)OCO3)CC(=O)N1 (configuration not stated)
  i, i, -1.4, i, -2.6, -8.0, i, -1.2, i, i, -0.4
CC(C)CN(C(=O)COC(=O)CCSc1ccc(F)cc1)c1c(N)n(Cc2ccccc2)c(=O)[nH]c1=O
  i, i, -0.5, i, ., -7.8, i, -3.6, i, i, .
O=C(Nc1ccccc1Cl)N1C2CCC1CC(O)(c1cccnc1)C2 (configuration not stated)
  i, i, -0.8, i, 1.0, -0.9, i, -3.3, i, i, -0.7
CC(=O)c1cccc(NC(=O)C(C)OC(=O)C2CCC2)c1 (configuration not stated)
  i, i, 0.5, i, 0.0, -4.0, i, -4.4, i, i, 14.4
O=C(Nc1cccc(Cl)c1)c1ccc(NC2=NC3CS(=O)(=O)CC3S2)cc1 (configuration not stated)
  i, i, 1.9, i, 2.4, -10.9, i, 2.6, i, i, 0.2
CCOc1ccc(S(=O)(=O)N(C)c2ccc(OCC(=O)OCc3c(C)noc3C)cc2)cc1
  i, i, -1.7, i, 1.1, -8.8, i, -4.5, i, i, 0.8
O=C(COC(=O)c1nc(Cl)ccc1Cl)c1ccccc1Cl
  i, i, 0.9, i, 0.6, -10.2, i, 5.5, i, i, -2.8
O=C(Nc1c(C(=O)N2CCOCC2)cnn1-c1ccccc1)c1ccc([N+](=O)[O-])cc1
  i, i, -4.6, i, -3.9, -8.5, i, -7.5, i, i, -2.0
CC(c1ccccc1)C1CC(=O)N(c2ccccc2)C1=O (configuration not stated)
  i, i, 3.8, i, -3.7, -4.3, i, 1.6, i, i, -4.0
COc1nc2c(c(-c3cc(Br)cs3)c1C#N)Cc1ccccc1-2
  i, i, 4.2, i, -4.9, -5.5, i, 2.3, i, i, -1.6
CN(C)CCOc1ccc2ccccc2c1
  i, i, 0.6, i, 1.9, -1.5, i, -3.0, i, i, -0.4
CCOC(=O)/C(C#N)=C/c1ccc(OCC(=O)Nc2cc(C)ccc2C)c(OC)c1
  i, i, 2.1, i, -3.5, -3.2, i, 0.4, i, i, .
COC(=O)Cn1c(=NC(=O)c2cc(-c3cccs3)nc3ccccc23)sc2cc(S(N)(=O)=O)ccc21
  i, i, -2.6, i, -9.8, -12.4, i, 1.0, i, i, 0.5
COc1ccccc1C(=O)Nc1nnc(S(=O)(=O)N(C)Cc2ccccc2)s1
  i, 17*, -0.3, -12.4*, 5.0, -16.2, -8.88*, -2.5, i, i, -0.3
COc1cc(SC)ccc1C(=O)N1CCCc2ccccc21
  i, i, 2.0, i, -0.5, -6.0, i, -1.2, i, i, -5.1
CCn1nc(NS(=O)(=O)c2ccc([N+](=O)[O-])cc2)c2cc3cccc(C)c3nc21
  i, 9*, 0.4, i, -2.1, -6.6, i, 0.8, i, i, 1.6
COc1ccc2c(c1)C(C)=CC(C)(C)N2C(=O)CNCc1ccc2c(c1)OCO2
  i, i, -10.5, i, 7.6, -13.1, i, -8.5, i, i, 9.5
O=C(Cn1nc(C(=O)O)c2ccccc2c1=O)NC12CC3CC(CC(C3)C1)C2
  i, i, -0.5, i, 0.6, -6.7, i, -0.1, i, i, 1.5
N#Cc1nc(-c2ccc(OCc3ccccc3)cc2)oc1NCc1ccco1
  i, i, -1.0, i, -0.4, -0.4, i, 0.7, i, i, -3.9
CCOC(=O)C1=C(C)NC2=C(C(=O)CC(C)(C)C2)C1c1ccc(O)c(OCC)c1 (configuration not stated)
  i, i, 1.4, i, 2.4, -1.6, i, -4.5, i, i, -2.1
COCc1[nH]nc2c1C(c1ccccc1Cl)C(C#N)=C(N)O2 (configuration not stated)
  i, i, 0.1, i, -2.9, -10.9, i, -3.0, i, i, 5.1
CCOc1ccccc1OCC(O)CNC (configuration not stated)
  i, i, 30.4, i, 4.8, -8.1, i, -3.7, i, i, 3.0
Cc1ccc2c(c1)Oc1ccc([N+](=O)[O-])cc1C(=O)N2
  i, i, -0.3, i, -0.2, -4.0, i, 0.4, i, i, -1.9
COc1ccccc1CNC(=O)Nc1cccs1
  i, i, 3.0, i, 13.3, -1.1, i, -1.7, i, i, -0.4
CCCc1c(O)nc(SCC(=O)NCc2ccco2)[nH]c1=O
  i, i, -0.6, i, -2.1, -4.1, i, -5.5, i, i, 0.4
O=C(CSc1ccccc1)NCC1(N2CCOCC2)CCCCC1
  i, i, -0.1, i, 4.3, -16.4, i, 12.3, i, i, 0.3
O=C(CSc1ncn[nH]1)N1CCCCC1
  i, i, -0.9, i, ., -10.9, i, -9.6, i, i, -4.5
Cc1nn(-c2ccccc2)c(C)c1/C=N/NC(=O)c1cc(-c2cccc3ccccc23)n[nH]1
  i, i, 2.6, i, 4.7, -10.0, i, -0.1, i, i, -1.5
COCCN1CCN(C(=O)c2cc(COc3ccc(F)c(F)c3)on2)CC1
  i, i, 2.7, i, -8.3, -4.0, i, -2.5, i, i, -0.9
O=C(N/N=C/c1ccccn1)c1cccc(S(=O)(=O)Nc2ccccc2Cl)c1
  i, i, -2.4, i, 0.6, -11.4, i, 6.9, i, i, 5.4
COc1cc(NS(=O)(=O)c2ccc(F)cc2)c(OC)cc1NC(=O)C1CC1
  i, i, -0.5, ., ., 1.9, i, ., i, i, .
CC(C)c1ccc(/C=C/C(=O)N2CCc3ccccc3C2)cc1
  i, i, 6.6, i, 4.7, -1.8, i, -3.7, i, i, -3.3
CCCCOC(=O)c1cc(-c2ccc(/C=N/n3cnnc3)o2)ccc1Cl
  i, i, -6.2, i, 9.5, -18.0, i, -1.9, i, i, -1.7
COCCOC(=O)C1=C(C)NC(=O)NC1c1c(Cl)nc2ccccn2c1=O (configuration not stated)
  i, i, 2.2, i, 0.5, -4.2, i, -2.0, i, i, -2.0
CCc1n(CC(O)COCC2CC=CCC2)c2ccccc2[n+]1C (configuration not stated)
  i, i, 1.4, i, 2.2, -2.9, i, 2.1, i, i, -2.2
CC(C)COc1cccc(-c2cc(C(=O)Nc3ccon3)c3ccccc3n2)c1
  i, i, 1.9, i, 4.7, -4.1, i, -0.6, i, i, -0.9
O=C(O)c1cc(S(=O)(=O)N2CCN(S(=O)(=O)c3ccccc3)CC2)ccc1Cl
  i, i, 2.0, i, -2.1, -1.3, i, -1.6, i, i, -2.2
COc1ccc(N/C(=N/c2nc(C)cc(C)n2)NC(=O)c2ccccc2)cc1
  i, i, 1.5, i, -0.4, -3.6, i, 9.3, i, i, -2.6
CCCCN(C)CCCNC(=O)c1cn(CC)c2ccc(S(=O)(=O)N3CCc4ccccc4C3)cc2c1=O
  i, i, -1.0, i, 1.0, -23.0, -7.7*, 2.5, i, i, 0.1

Additional records:
Sequence of screens – KCNQ1 act, KCNQ1 inh, GSK3beta inhib, KCNK3 inh, HDAC3 inhib, hERG rescue, RGS4 pot, DYRK1A inh, KCNK9 block, PolyA inh, GSK3A inh
COc1ccc(NC2CCCN(C(=O)c3ccc(C(C)=O)cc3)C2)cc1 (configuration not stated)
  i, i, 0.1, i, 2.5, -10.6, i, -2.4, i, i, .
CCOCCCNC1=C(Cl)C(=O)c2ccccc2C1=O
  i, i, -7.2, i, 11.6, -15.4, i, ., i, i, 6.4
CCOC(=O)Cn1nnnc1C
  i, i, -3.1, i, -5.8, -11.7, i, 1.6, i, i, -4.3
CC(=O)C1=C(C)NC(SCC(=O)Nc2nccs2)=C(C#N)C1c1ccccc1Cl (configuration not stated)
  i, i, -0.7, i, 4.0, -12.5, i, -1.3, i, i, 2.9
